# EPAC2 antagonist: blocks human EPAC2 exchange factor. Q8WZA2. 360,000 compounds, 0.18% hits. EPAC2 GEF exchange of Rap1B-BODIPY-GDP, fluorescence. Potency, µM (series often up to 114 µM), inactives show at the top dose activity, negative = inhibition, most hits filed as inhibitors; note: potency is the fitted concentration of half-maximal effect; % is set by controls: 0 for no effect and ±100 for the full control effect; nearly all actives have a fitted effect of over 45% in size; many of its hits are not listed in these tables
# Target sequence (Q8WZA2 whole entry, looked up): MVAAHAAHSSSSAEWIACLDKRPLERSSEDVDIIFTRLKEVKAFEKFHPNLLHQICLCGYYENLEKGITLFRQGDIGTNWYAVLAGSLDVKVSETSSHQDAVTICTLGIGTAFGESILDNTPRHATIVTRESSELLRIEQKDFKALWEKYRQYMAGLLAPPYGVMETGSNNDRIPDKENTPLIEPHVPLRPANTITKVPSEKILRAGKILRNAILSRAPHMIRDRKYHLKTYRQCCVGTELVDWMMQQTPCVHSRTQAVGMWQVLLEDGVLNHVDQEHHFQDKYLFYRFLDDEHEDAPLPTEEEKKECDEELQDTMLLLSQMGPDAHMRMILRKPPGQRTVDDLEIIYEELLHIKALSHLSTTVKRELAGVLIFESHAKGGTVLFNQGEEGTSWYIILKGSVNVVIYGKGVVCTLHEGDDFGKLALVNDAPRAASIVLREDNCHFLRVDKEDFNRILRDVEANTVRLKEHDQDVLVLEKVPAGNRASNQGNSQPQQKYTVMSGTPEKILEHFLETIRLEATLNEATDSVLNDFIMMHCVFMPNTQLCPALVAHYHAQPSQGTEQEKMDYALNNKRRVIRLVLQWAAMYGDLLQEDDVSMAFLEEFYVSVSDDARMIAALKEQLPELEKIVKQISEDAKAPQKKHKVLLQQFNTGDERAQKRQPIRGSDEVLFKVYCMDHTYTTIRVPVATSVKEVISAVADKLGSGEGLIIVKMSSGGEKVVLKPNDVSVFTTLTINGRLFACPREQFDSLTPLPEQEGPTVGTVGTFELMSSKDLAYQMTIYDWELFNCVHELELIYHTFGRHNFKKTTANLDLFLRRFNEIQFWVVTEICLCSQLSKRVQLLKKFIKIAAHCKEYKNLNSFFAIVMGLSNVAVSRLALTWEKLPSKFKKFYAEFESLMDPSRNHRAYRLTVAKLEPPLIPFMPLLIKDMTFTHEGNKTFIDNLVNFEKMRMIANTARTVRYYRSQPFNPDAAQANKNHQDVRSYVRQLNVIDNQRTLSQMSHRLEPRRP
# Akt phos inh: blocks phosphorylation of Akt. Neuro2A IGF-stimulated pAkt S473 HTRF, 20 min; active compounds read low. activity change, % for hits at 50 µM. 360,000 compounds, 0.32% hits. AID 651550; in the data active = activity change below about -80%; inconclusive = mostly about -51% to -80%; note: % is set by controls: 0 for no effect and ±100 for the full control effect
#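 Neuro2A cells (4,500/well, DMEM with 0.5% FBS) were treated with compound at a single 50 µM final concentration, stimulated with 6 nM IGF for 20 min at 37 °C, and lysed. Phospho-Akt Ser473 was read by HTRF as 665/615 ratio ×10^4.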
# EPAC2 ag: EPAC2 (human) agonism; EPAC2 activation, biochemical qHTS; response scale: 100% = 6.5 mM cAMP response; 360,000 compounds, 0.079% hits; Potency, µM (titrated, usually from 154 µM), for inactives: at the top dose activation, most hits filed as activators; Q8WZA2; note: potency is the fitted concentration of half-maximal effect; nearly all actives have a fitted effect of over 50% in size
#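 Nucleotide exchange monitored as fluorescence drop when BODIPY-GDP leaves Rap1B. Reaction: 100 nM EPAC2, 250 nM RAP1B-BODIPY-GDP, 50 uM GDP, room temperature, kinetic read over 30 min. Activity expressed relative to 6.5 mM cAMP.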
# TGFb SMAD3 inh: TGF-b pathway inhibition; HepG2 CAGA-GFP TGF-b/SMAD3 reporter, GFP fluorescence, 18 h; TGF-beta stimulated, 500 pg/mL final; Potency, µM (doses to about 46.1 µM), for inactives: at the highest dose activity, negative = inhibition, hits mostly inhibitors; 410,000 compounds, 1.2% hits; note: potency is the fitted concentration of half-maximal effect; % is set by controls: 0 for no effect and ±100 for the full control effect; nearly all actives have a fitted effect of over 65% in size
#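 GFP signal (ex488/em500-530) from TGF-beta-stimulated HEPG2 CAGA-GFP cells, 500 pg/mL final, 18 h at 37 degrees C in DMEM plus 1% FBS, normalized to unstimulated and DMSO-stimulated controls.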
# CCT modulator: cytosolic chaperonin activity modulation. purified chaperonin ATPase assay, HTRF ADP detection, 30 min. activity change, % (concentration not given with the values), hits read low. 360,000 compounds, 0.3% hits. AID 651819; in the data active = activity change below about -30%; note: % is set by controls: 0 for no effect and ±100 for the full control effect
#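 We incubate TRiC, 40 or 20 nM final, with library compounds at 76 uM and 10 uM ATP for 30 min at 37 °C. ADP formed is detected with Transcreener HTRF reagents after 30 min at room temperature.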
# Mm-Cpn inhibitor: blocks the Methanococcus maripaludis chaperonin Mm-Cpn; purified Mm-Cpn ATPase, ADP Transcreener TR-FRET; Potency, µM (doses to about 76.9 µM), inactives show at the highest dose activity, negative = inhibition, hits mostly inhibitors; 330,000 compounds, 0.031% hits; AID 504842; note: potency is the fitted concentration of half-maximal effect; % is set by controls: 0 for no effect and ±100 for the full control effect; nearly all actives have a fitted effect of over 80% in size
#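 ATPase read-out: TR-FRET ADP immunoassay (anti-ADP Eu cryptate vs ADP-d2), ex 320 nm, em 590/665 nm; signal drops as ADP forms. Enzyme 25 nM, ATP 10 uM, 30 min at 37°C after 10 min compound preincubation.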
# Nrf2 inh: inhibitors of Nrf2 signaling | A549 ARE-Fluc reporter, luciferase luminescence, 18-24 h | Potency, µM (series often up to 46 µM), inactives show top-dose activity change, negative = inhibition, actives largely listed as inhibitors | 360,000 compounds, 2.1% hits | AID 504444; note: potency is the fitted concentration of half-maximal effect; % is set by controls: 0 for no effect and ±100 for the full control effect; nearly all actives have a fitted effect of over 60% in size
#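 Reporter: ARE-Fluc in A549. Exposure: 18-24 h, 37 °C, 5% CO2, 5% FBS OPTI-MEM. Readouts: fluorescent cytotoxicity (CellTiter-Fluor), then luminescent Nrf2 signal after BugLite.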
# A549 tox: counter-screen for Nrf2 inhibitors: cytotoxicity in A549 cells; Potency, µM (series often up to 46 µM), for inactives: top-dose activity change, negative = cytotoxicity, usual class: inhibitors; A549 ARE-Fluc cells, CellTiter-Fluor viability, 18-24 h; 390,000 compounds, 0.16% hits; note: potency is the fitted concentration of half-maximal effect; % is set by controls: 0 for no effect and ±100 for the full control effect
#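 A549 ARE_Fluc cells in 5% FBS OPTI-MEM were exposed to compounds in concentration-response for 18-24 h at 37 deg C. Viability was read by CellTiter-Fluor fluorescence (Ex 405/Em 525) after 30 min, before the luciferase read.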
# Nrf2 activator: activates Nrf2 signaling | AREc32 ARE-luciferase reporter (MCF7-derived line), luminescence, 24 h | Potency, µM (top dose mostly 46.1 µM), without a hit: at the top dose activation, actives largely listed as activators | 410,000 compounds, 0.31% hits | AID 624171; note: potency is the fitted concentration of half-maximal effect; % of control where 0% means no effect; nearly all actives have a fitted effect of over 65% in size
#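 Luminescent ARE reporter assay in AREc32_Fluc cells: overnight plating at 37 deg C, 24 hr compound incubation, Steady-Glo added, 30 min RT before reading.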
# The depositor's hits bear a star; i = inactive; u = inconclusive; x = not tested or not shown; & = joins results of further samples; [ ] = another dose, or the depositor's remark. Unless noted, calls come from the whole dose curve; as a rule, active = well fitted curve in the direction sought with a large enough effect; inconclusive = small, poorly fitted or top-dose-only effect, or another doubt; inactive = no such curve, though single readings can be large; an effect the other way counts as inactive or inconclusive. These rows are one share of the data; the hit share may differ from the screen's.
SMILES,EPAC2 antagonist,Akt phos inh,EPAC2 ag,TGFb SMAD3 inh,CCT modulator,Mm-Cpn inhibitor,Nrf2 inh,A549 tox,Nrf2 activator
COC(=O)c1nnn(CC(=O)NC(=O)Nc2cccc(C)c2C)c1C(=O)OC,-5%,i,6%,-16%&9%,-0.7,-1%,-2%[9.27 µM],2%&1%,-0.1%&-0.4%
Cc1cc(C)n(CC(O)CN2c3ccccc3Sc3ccccc32)n1 (stereo not given),-14%,i,15%,u,0.5,-4%,u,-16%,0.0%
c1ccc2c(c1)CC1(CCCC1)n1nnnc1-2,8%,i,-6%,-6%,0.5,0%,2%,-9%,-1.0%
CC(=O)c1cccc(NC(=O)c2oc3c(c2C)-c2nn(Cc4ccc(Cl)cc4)cc2CC3)c1,x,x,x,-11%,x,x,6%,15%,7.8%
COc1ccc(/C=C/C(=O)C(C)(C)C)cc1OC,-7%,i,8%,-7%,-3.4,-3%,-7%,-2%,0.2%
COC(=O)C1=C(C)N(Cc2ccccc2)C(=NCc2ccc3c(c2)OCO3)N[C@H]1c1ccccc1,1%,i,10%,u,-1.0,1%&3%,21%,11%,-0.7%
C[C@@H]1O[C@@H](O[C@@H]2[C@@H](O)[C@H](OCCc3ccc(O)c(O)c3)O[C@H](CO)[C@H]2OC(=O)/C=C/c2ccc(O)c(O)c2)[C@H](O)[C@H](O)[C@H]1O,27%,i,1%,-2%,-0.4,-6%,12%,-12%,-0.9%
Cn1cc(/C=C/c2cc[n+](C)cc2)c2cc(F)ccc21,74%[activator],i,u,125%[activator],1.2,-3%,1.6µM*,u,8.0%
Cc1ccccc1CNC(=O)c1ccc2nc(SCc3ccc(F)cc3)n(C)c2c1,x,x,x,-15%,x,x,u,-1%,0.7%
CC(C)Oc1ccc(F)cc1-c1cc(C(=O)Nc2ccccc2)[nH]n1,1%,i,3%,3%,-1.5,x,x,x,-0.5%

# Reprinted from the part before: three entries, followed by the next part.
SMILES,EPAC2 antagonist,Akt phos inh,EPAC2 ag,TGFb SMAD3 inh,CCT modulator,Mm-Cpn inhibitor,Nrf2 inh,A549 tox,Nrf2 activator
Cn1cc(/C=C/c2cc[n+](C)cc2)c2cc(F)ccc21,74%[activator],i,u,125%[activator],1.2,-3%,1.6µM*,u,8.0%
Cc1ccccc1CNC(=O)c1ccc2nc(SCc3ccc(F)cc3)n(C)c2c1,x,x,x,-15%,x,x,u,-1%,0.7%
CC(C)Oc1ccc(F)cc1-c1cc(C(=O)Nc2ccccc2)[nH]n1,1%,i,3%,3%,-1.5,x,x,x,-0.5%
COc1ccc([N+](=O)[O-])cc1COc1ccc2c(-c3ccccc3)cc(=O)oc2c1,11%,i,-2%,7%,2.6,2%,u,4%,22%
COc1ccccc1-c1noc(-c2ccncc2)n1,7%,i,4%,-8%,3.2,-1%,x,0%,0.8%
CC1Cc2ccccc2N1S(=O)(=O)c1cccc(C(=O)N2Cc3ccccc3CC2C(N)=O)c1 (stereo not given),-17%,i,9%,-12%,-1.0,-2%,-11%,0%,0.3%
Cc1ccc(OCC(=O)Nc2ccc3nc(SCC(=O)N4CCCC4)sc3c2)cc1C,x,x,x,-3%,x,x,u,-20%,-1.0%
COc1ccc(Cc2nnc(SC)[nH]c2=O)cc1,-1%,i,13%,8%,-4.1,-1%,u,u,-0.2%
CCN(C(=O)CCCCC(=O)N(CC)c1ccccc1)c1ccccc1,-1%,i,9%,14%,-0.4,x,-14%,-1%,2.7%
N#Cc1c(NC(=O)CSc2nnc(-c3ccccc3O)n2-c2ccccc2)sc2c1CCCC2,-3%,i,4%,-5%,-3.1,1%,17%,-2%,0.2%
C/C(=N\NC(=O)CNC(=O)c1cccnc1)c1cccc(O)c1,6%,i,2%,-10%,-0.2,1%,1%,4%,-0.4%
C[C@H](NC(=O)[C@@H]1CCCN1C(=O)[C@@H]1CCCN1C(=O)c1ccccc1)c1ccccc1,7%,i,-2%,x,-3.8,x,x,x,-0.6%
Cc1ccc(/C(C#N)=C\c2ccc(N3CCOCC3)o2)cc1,0%,i,u,u,-2.5,1%,u,1%,u
CNC(=O)c1ccc(-c2ccc(F)cc2)s1,-13%,i,9%,12%,-2.4,-2%,14%,3%,5.3%
O=C(Nc1ccc2c(c1)oc1ccccc12)c1ccc(Br)o1,-2%,i,-27%,-28%,-2.0,-5%,x,-14%,8.5%
O=C(CN1C(=O)NC(c2ccccc2)(c2ccccc2)C1=O)NC1CCCCC1,3%,i,6%,-15%,-1.0,-2%,-2%,-1%,0.0%
Cc1nn(C(C)C(=O)N/N=C/c2ccc(N(C)C)cc2)c(C)c1[N+](=O)[O-] (stereo not given),10%,i,10%,-15%,2.6,-4%,-12%,2%,0.5%
CCOc1ccc(NC(=O)CN(C)CC(=O)NC(C)c2ccccc2)cc1OCC (stereo not given),-2%,i,0%,8%,-4.6,7%,13%,1%,2.2%
COc1ccc(Cl)cc1N(CC(=O)NCCSCc1ccccc1)S(C)(=O)=O,-8%,i,5%,15%,-4.2,1%,u,-19%,-0.5%
Cc1ccc(Cn2c(NCCCn3ccnc3)nc3c2c(=O)n(C)c(=O)n3C)cc1,-4%,i,5%,-1%,-4.2,0%,-7%,-11%,3.3%
Cc1ccc(S(=O)(=O)N(C)c2ccc(C(=O)NCc3ccccn3)cc2)cc1,4%,i,-7%,14%,0.2,0%,4%,3%,-0.8%
O=C(Cn1c(=O)n(Cc2ccc(F)cc2)c(=O)c2sc3ccccc3c21)Nc1ccc(F)cc1F,x,x,x,u,x,x,9%,-3%,0.7%
COc1ccc(CN2CCNC(=O)C2CC(=O)N(Cc2nccn2C)C(C)C)c(OC)c1 (stereo not given),8%,i,0%,0%,1.7,-8%,-3%,0%,-0.2%
NC(=O)CSc1cn(Cc2ccc(F)cc2)c2ccccc12,2%,i,-1%,-20%,-2.0,-4%,-8%,4%,-0.2%
CC(=NNS(=O)(=O)c1ccc(C)cc1)c1ccccc1,-7%,i,-9%,6%,-2.2,x,x,x,2.2%
O=C(CSc1nc2ccccc2o1)Nc1nc2ccc(Br)cc2s1,7%,i,2%,u,1.7,0%,0%,-4%,3.5%
COC(=O)c1sccc1NC(=O)COc1ccc(F)cc1Cl,2%,i,-5%,-2%,-4.1,-26%,3%,4%,31%
O=C(OCC(=O)N1CCc2ccccc21)c1ccccn1,-2%,i,9%,-4%,0.1,-1%,13%,2%,-0.6%
CC(=O)Oc1ccc(-c2nc(-c3cccnc3)no2)cc1,4%,i,-16%,u,1.0,0%,4%,-3%,-0.4%
COc1ccc(OC)c(C2SCCN2S(=O)(=O)c2cccc(C(F)(F)F)c2)c1 (stereo not given),-22%,i,16%,u,-6.6,-1%,21µM*,-7%,-0.9%
Cc1nc(N2CCN(c3ccccn3)CC2)c2c(C)c(C(=O)Nc3c(F)cc(F)cc3Br)sc2n1,-7%,i,2%,-18%,-3.9,u,u,-7%,-0.2%
CCc1ccccc1NC(=O)c1nnn(CC(=O)Nc2c(C)cc(C)cc2C)c1N,x,x,x,-10%,x,x,-21%,-2%,0.3%
COCCN1C(=O)c2oc3ccccc3c(=O)c2C1c1ccc(C(=O)OC)cc1 (stereo not given),-3%,i,12%,-6%,-2.9,-2%,-3%,-7%,-0.6%
COc1ccc(CNC(=O)CN(Cc2ccco2)C(=O)CNS(=O)(=O)c2ccccc2)cc1,34%[activator],i,5%,-6%,1.0,-1%,u,2%,-0.1%
Cc1cccc(-n2c(=O)c3c(c4cc(C)ccc4n3C)n(Cc3ccccc3F)c2=O)c1,x,x,x,14%,x,x,u,10%,0.5%
Cc1cc(C)cc(N2C(=O)C3CC=CCC3C2=O)c1 (stereo not given),5%,i,-4%,-24%,-1.7,1%,-2%,-5%,-0.2%
Cc1cn([C@H]2C[C@H](O)[C@@H](/C=C/C(=O)NCCN3CCOCC3)O2)c(=O)[nH]c1=O,11%,i,8%,-5%,1.6,x,x,x,-1.4%
COc1ccccc1CNC(=O)C1CCC(CNS(=O)(=O)c2cccs2)CC1 (stereo not given),-4%,i,3%,0%,1.0,-1%,-1%,-4%,-0.6%
Cc1ccc(-n2nc3c(c2NC(=O)C(C)(C)C)CS(=O)(=O)C3)cc1,0%,i,-1%,-3%,-0.3,0%,-23%,u,-0.3%
CCOc1ccccc1NC(=O)CCc1nc(-c2cccc(C)c2)no1,x,x,x,1%,x,x,-28%,13%,0.6%
O=S(=O)(O/N=C1\CCCc2ccccc21)c1ccc(Cl)cc1,5%,i,-7%,1%,0.7,-1%,-4%,0%,-0.6%
CCOc1ccc2ccccc2c1C1NC(=S)N(C)C(C)=C1C(=O)OC (stereo not given),5%,i,13%,2%,-1.2,2%,1%,-4%,0.2%
Cc1ccc(NC(=O)C2CCN(c3nc4ccccc4nc3C(F)(F)F)CC2)cc1C,x,x,x,-29%,x,x,u,-10%,-1.2%
Cc1[nH]c2ccccc2c1C(=O)CSC(=S)N1CCN(C)CC1,0%,i,8%,30%,0.0,1%,4%,17%,3.4%
CC(C)(C)OC(=O)CNC(=O)c1[nH]cnc1C(=O)N[C@@H](Cc1ccccc1)C(=O)OC(C)(C)C,-20%,i,-3%,u,1.3,1%,u,-11%,0.8%
COc1ccc(C(=O)NN2CCOCC2)cc1,6%,i,4%,4%,-1.6,u,7%,-3%,0.3%
CN1CCc2c(sc3c2c(=O)n(-c2ccccc2)c2nnc(SCc4ccccc4)n32)C1,-2%,i,-3%,-3%,-5.1,-5%,-14%,-12%,-0.7%
CN(C(=O)c1ccoc1)c1ccc2ccccc2c1,-11%,i,8%,-7%,1.9,2%,u,-9%,1.7%

# Assay outcomes from PubChem.
